EBNA-1 inh = EBNA-1 DNA-binding inhibitors, primary screen, biochemical, fluorescence polarization; AID 1950, 2009; hit rate 0.34% among 300,000; inhibition, % at 14.8 µM; in the data active means inhibition above about 28%
LYPLA1 counter = LYPLA1 inhibitors, primary screen, counter-screen for PME1 inhibitor project, biochemical, fluorescence polarization, FP-Rh probe ABPP; Acyl-protein thioesterase 1 (Homo sapiens), O75608; inhibition, % at 5.9 µM; recombinant LYPLA1; hit rate 0.16% among 320,000; AID 2174, 2009;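 active means inhibition above the mean of all tested compounds plus 3 SD, set per campaign, cut at about 14% in these data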;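 further: inhibitors block serine hydrolase probe labeling of LYPLA1 so polarization falls; 0% = enzyme with DMSO and 100% = wells lacking LYPLA1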
Target sequence (O75608 whole entry, looked up): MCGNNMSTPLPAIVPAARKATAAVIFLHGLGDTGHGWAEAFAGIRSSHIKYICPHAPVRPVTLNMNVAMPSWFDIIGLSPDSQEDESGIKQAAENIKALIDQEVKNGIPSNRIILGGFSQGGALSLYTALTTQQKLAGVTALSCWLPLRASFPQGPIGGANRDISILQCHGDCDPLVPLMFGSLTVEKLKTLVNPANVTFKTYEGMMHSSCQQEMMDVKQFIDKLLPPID
GSTO1 inh = inhibitors of recombinant GSTO1, primary screen, counter-screen for RBBP9 inhibitor project, biochemical, fluorescence polarization; Glutathione S-transferase omega-1 (Homo sapiens), P78417; activity-based probe fluorescence polarization; inhibition, % at 5.96 µM; hit rate 1.1% among 300,000; AID 1974, 2009;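 active means inhibition above the campaign mean inhibition plus 3 SD, cut at about 35% in these data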;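 further: 0% = GSTO1-1 with DMSO and 100% = wells lacking GSTO1-1 enzyme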
Target sequence (P78417 whole entry, looked up): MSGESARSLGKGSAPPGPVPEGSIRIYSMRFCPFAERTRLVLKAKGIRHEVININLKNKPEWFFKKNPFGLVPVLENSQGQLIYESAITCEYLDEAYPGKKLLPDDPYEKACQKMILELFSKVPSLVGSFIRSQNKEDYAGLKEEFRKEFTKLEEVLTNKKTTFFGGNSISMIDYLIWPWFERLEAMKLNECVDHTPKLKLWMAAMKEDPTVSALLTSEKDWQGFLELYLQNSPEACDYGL
PREPL inhibitor = PREPL enzyme inhibitors, primary screen, biochemical, fluorescence polarization; AID 2751, 2010; Prolyl endopeptidase-like (Homo sapiens), Q4J6C6; inhibition, % at 5.96 µM; recombinant PREPL, fluorescence polarization activity-based probe; hit rate 0.68% among 320,000; in the data active means inhibition above about 43%;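 further: 0% = enzyme with DMSO and 100% = wells lacking enzyme; many of its hits are not listed in these tables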
ZTA DNA inh = blocks Epstein-Barr virus ZTA, an EBNA-1 counter-screen. ZTA-DNA binding, fluorescence polarization. hit rate 0.15% among 320,000. P03206. inhibition, % at 11 µM; in the data active means inhibition above about 33%
PAD4 inh = human PAD4 inhibitors, primary screen, biochemical, fluorescence polarization, 1536-well format; hit rate 0.41% among 330,000; recombinant PAD4, RCA probe fluorescence polarization; inhibition, % at 6.36 µM; Protein-arginine deiminase type-4 (Homo sapiens), Q9UM07;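 active means percent inhibition above a cutoff equal to the mean of all tested compounds plus 3 SD, cut at about 15% in these data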;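 further: 0% = PAD4 with RCA probe and DMSO and 100% = probe without PAD4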
LYPLA2 counter = LYPLA2 inhibitors, primary screen, counter-screen for PME1 inhibitor project, biochemical, fluorescence polarization, FP-Rh probe ABPP; Acyl-protein thioesterase 2 (Homo sapiens), O95372; inhibition, % at 5.9 µM; recombinant LYPLA2; hit rate 0.38% among 320,000; AID 2177, 2009;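 active means inhibition above the screen-wide mean plus 3 SD, limit set per campaign, cut at about 26% in these data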;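 further: 0% = LYPLA2 with DMSO and 100% = wells lacking LYPLA2 enzyme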
Target sequence (O95372 whole entry, looked up): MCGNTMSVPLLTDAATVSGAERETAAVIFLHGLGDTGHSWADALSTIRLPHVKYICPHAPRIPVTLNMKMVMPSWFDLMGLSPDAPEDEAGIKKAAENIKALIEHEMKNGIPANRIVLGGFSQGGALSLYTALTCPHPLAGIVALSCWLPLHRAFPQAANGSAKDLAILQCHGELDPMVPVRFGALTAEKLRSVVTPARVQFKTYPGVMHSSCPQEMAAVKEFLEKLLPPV
PAFAH2 FP inh = PAFAH2 enzyme inhibitors, primary screen, biochemical, fluorescence polarization, human; recombinant PAFAH2, FP-rhodamine activity probe; inhibition, % at 3.39 µM; Platelet-activating factor acetylhydrolase 2, cytoplasmic (Homo sapiens), Q99487; AID 492956, 2010; hit rate 0.99% among 340,000;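 active means inhibition above the mean over all tested compounds plus 3 SD, cut at about 30% in these data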;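 further: inhibitors block probe labeling of enzyme so polarization drops; 0% = enzyme with DMSO and 100% = wells lacking PAFAH2 protein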
PAFAH1B3 FP inh = PAFAH1B3 enzyme inhibitors, primary screen, biochemical, fluorescence polarization, human; AID 492972, 2010; inhibition, % at 3.39 µM; recombinant PAFAH1B3, FP-rhodamine probe; hit rate 0.28% among 340,000; Platelet-activating factor acetylhydrolase IB subunit alpha1 (Homo sapiens), Q15102;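 active means inhibition above the screen-wide average of all tested compounds plus 3 SD, cut at about 25% in these data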;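 further: 0% = enzyme with DMSO only and 100% = wells lacking PAFAH1B3 protein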
Target sequence (Q15102 whole entry, looked up): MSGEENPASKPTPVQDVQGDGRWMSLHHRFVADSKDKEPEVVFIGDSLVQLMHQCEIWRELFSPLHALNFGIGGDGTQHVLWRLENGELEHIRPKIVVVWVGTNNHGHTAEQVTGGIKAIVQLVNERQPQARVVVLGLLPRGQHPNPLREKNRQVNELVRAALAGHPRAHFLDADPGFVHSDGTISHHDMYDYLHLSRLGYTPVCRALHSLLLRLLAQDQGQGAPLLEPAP
Starred values were filed as active, the others as inactive; · = not tested or not shown; & = joins results of further samples. These rows are one share of the data. The share of hits here may be higher or lower than overall.

SMILES	EBNA-1 inh	LYPLA1 counter	GSTO1 inh	PREPL inhibitor	ZTA DNA inh	PAD4 inh	LYPLA2 counter	PAFAH2 FP inh	PAFAH1B3 FP inh
CCCCn1c(=O)c(C(=O)Nc2ccc(C)cn2)c(O)c2ccccc21	-1	1	-3	5	1	-2	3	1	0
COC(=O)C1=C(c2ccc(OC(F)(F)F)cc2)C[C@@H]2CC[C@H]1N2C(=O)NC1CC1	·	-2	·	6	-3	4	2	6	6
Cc1cc(/C=C2\C(=O)NC(=O)N(c3ccc(Br)cc3)C2=O)c(C)n1-c1cc(C(=O)O)cc(C(=O)O)c1	6	-1	10	-9	27	-4	-3	5	9
O=C(c1ccc(Cl)cc1)C1CCCN(Cc2cccc3cccnc23)C1 (configuration not stated)	14	1	0	-17	-3	-1	0	-4	9
CC1(C)CC2(CCO1)NCCN1C(=O)CSC12 (configuration not stated)	9	4	2	-4	3	3	-1	-5	8
CCC(=NCc1ccco1)c1c(O)n(-c2ccc(C)cc2)c(=O)[nH]c1=O	-15	0	-3	12	-1	3	-1	-8	0
COc1cc(CCN)ccc1O	-6	-3	2	12	-10	-1	2	-5	3
CC(=NCC1CCCO1)c1c(O)n(C)c(=O)n(C)c1=O (configuration not stated)	-9	-5	3	13	-1	-2	5	7	10
COC(=O)C1=C(c2cccc(OCc3ccccc3)c2)C[C@@H]2CC[C@H]1N2C(=O)NCc1ccccc1	·	-1	·	9	5	2	3	9	3
COc1ccc(CN2C(=O)NC(=O)/C(=C\c3cc(OC)c(OC)c(OC)c3)C2=O)cc1	-4	0	23	5	1	0	3	-7	7
CCCCn1c(O)c(C(C)=NCCCn2ccnc2)c(=O)[nH]c1=O	0	-4	9	3	10	27*	1	3	1
COC(=O)C1=C(c2ccc(-c3ccccc3)c(F)c2)C[C@@H]2CC[C@H]1N2C(=O)NCC1CC1	·	1	·	14	-12	-3	-5	3	14
COc1ccc(N2C(=O)NC(=O)/C(=C/c3ccc(N4CCOCC4)cc3)C2=O)cc1	-1	-2	-4	1	18	-7	8	·	·
CCCCn1c(O)c(C(CC)=NCc2ccco2)c(=O)[nH]c1=O	0	-1	-3	13	-11	-8	4	-10	-3
Cc1c(C(=O)N2CCC3(CC2)OCCO3)oc2ccccc12	1	3	2	6	8	0	3	-2	3
N#CCN1CCN(c2ccc(C(F)(F)F)cc2)CC1	-11	3	3	14	-2	-1	2	-1	10
Cc1cnc(NC(=O)CN2CCCCC2)s1	-8	-2	-1	1	-14	4	2	0	1
O=c1[nH]c(=O)n(C2CCCCCC2)c(O)c1C=NCCCN1CCOCC1	-6	1	-3	-3	-2	-2	-2	3	4
CCN(CC)c1ccc(CNCCc2ccc(F)cc2)cc1	3	1	1	32	20	-1	8	0	5
O=P(Nc1cccc(F)c1)(Oc1ccccc1F)Oc1ccccc1F	-2	1	6	7	-4	5	4	5	1
COc1ccc2oc3c(c2c1)NC(=O)CN=C3c1ccccc1	10	-1	16	-4	7	3	-2	4	9
O=C1NC(=O)C(=Cc2ccc(-c3ccc(F)cc3O)o2)C(=O)N1	-8	1	10	3	-1	2	7	13	-3
COC(=O)C1=C(c2ccc(S(C)(=O)=O)cc2)C[C@@H]2CC[C@H]1N2C(=O)N1CCC(O)CC1	-1	0	6	17	-3	-1	8	3	8
COc1cc(C)c(CN2CC=C(c3ccc(F)cc3)CC2)cc1C	-3	-4	-2	-2	-9	-6	0	5	6
O=C1CCN(C(=O)C(Cl)Cl)N1	-3	-2	2	0	10	-4	-4	5	1
O=C(c1cn(Cc2ccccc2F)c2ncccc12)C(F)(F)F	-8	3	4	13	3	1	8	25	-8
Cc1c(N=Cc2c(O)n(C)c(=O)[nH]c2=O)c(=O)n(-c2ccccc2)n1C	8	0	-4	9	-1	-2	-8	·	·
O=C(O)COc1ccccc1	·	-1	·	2	2	-3	1	2	5
Cc1cc(C=O)c(C)n1C1CC1	7	-1	4	-1	-3	-3	-2	-2	7
CSc1ccccc1C(=O)C1CCCN(Cc2ccn[nH]2)C1 (configuration not stated)	2	3	5	5	-8	3	0	8	5
O=C(CCn1c(=O)oc2ccccc21)N1CCC2(CC1)OCCO2	-4	1	8	17	-3	4	3	8	0
CC(C)C(=O)c1cn(Cc2ccccc2C#N)c2ccccc12	8	0	9	-19	5	-12	-4	-6	5
CCOc1ccccc1NC(=O)N1CCC2(CC1)OCCO2	-6	3	2	5	-1	-3	6	-5	11
CCN1CCN(CC(=O)c2c(C)n(Cc3ccccc3)c3ccc(OC)cc23)CC1	-14	-2	5	5	-6	-4	3	7	3
O=C(COC(=O)Cc1ccccc1)Nc1cccnc1Cl	-3	2	2	1	-16	-5	-2	-3	6
Cc1ccc(C2C(S(C)(=O)=O)=C(O)C(=O)N2c2ccccc2)cc1 (configuration not stated) (tested in a mixture with another compound)	3	0	-3	10	-1	2	-1	-1	7

The last seven records of the part above are carried over, then new ones follow.
SMILES	EBNA-1 inh	LYPLA1 counter	GSTO1 inh	PREPL inhibitor	ZTA DNA inh	PAD4 inh	LYPLA2 counter	PAFAH2 FP inh	PAFAH1B3 FP inh
CSc1ccccc1C(=O)C1CCCN(Cc2ccn[nH]2)C1 (configuration not stated)	2	3	5	5	-8	3	0	8	5
O=C(CCn1c(=O)oc2ccccc21)N1CCC2(CC1)OCCO2	-4	1	8	17	-3	4	3	8	0
CC(C)C(=O)c1cn(Cc2ccccc2C#N)c2ccccc12	8	0	9	-19	5	-12	-4	-6	5
CCOc1ccccc1NC(=O)N1CCC2(CC1)OCCO2	-6	3	2	5	-1	-3	6	-5	11
CCN1CCN(CC(=O)c2c(C)n(Cc3ccccc3)c3ccc(OC)cc23)CC1	-14	-2	5	5	-6	-4	3	7	3
O=C(COC(=O)Cc1ccccc1)Nc1cccnc1Cl	-3	2	2	1	-16	-5	-2	-3	6
Cc1ccc(C2C(S(C)(=O)=O)=C(O)C(=O)N2c2ccccc2)cc1 (configuration not stated) (tested in a mixture with another compound)	3	0	-3	10	-1	2	-1	-1	7
COc1cc2c(cc1O)C[C@H]1NCCc3cc4c(c-2c31)OCO4	-1	-4	55*	7	-2	2	-6	9	18
O=C(Cc1ccccc1F)N1CCN(CC(=O)N2CCCC2)CC1	·	·	·	12	·	4	·	0	6
C=C1C(=O)O[C@@H]2C[C@@H](C)[C@@H]3C4OC4C(=O)[C@@]3(C)[C@@H](O)[C@H]12 (some centres not stated)	8	1	7	19	5	4	6	10	6
CC(=NCCCO)c1c(O)[nH]c(=O)[nH]c1=O	-3	-1	1	-5	4	1	2	·	·
C=CC1CN2CCC1CC2c1[nH]c2ccccc2c1CCO (configuration not stated)	-10	3	6	2	3	5	0	5	1
O=c1[nH]c(=O)n(CCC2=CCCCC2)c(O)c1/C=N/N1CCOCC1	7	0	10	10	-13	-14	2	-5	-1
C[C@H](N)CN1CCc2ccc(Br)cc21	-2	0	9	11	16	-3	2	1	6
CC(=O)/C=C/c1ccccc1	·	·	·	4	·	-5	·	-10	7
CN(C)C(=O)Oc1ccc(OCc2n(C)c3ccccc3[n+]2C)cc1	-8	4	-2	14	1	-1	1	-6	-1
COC1=C(C)C(=O)O[C@]12C(=O)C(C)=C1CCCCN3[C@H]([C@@H]4C[C@H](C)C(=O)O4)CC[C@]132	·	0	·	-2	4	4	3	6	4
COc1ccc(OC)c(CNCCc2ccc(OC)c(OC)c2)c1	-12	0	-2	11	9	-2	6	-17	1
CC(C)Cc1nc(N2CCNCC2)c(C#N)c2c1CCC2	-4	0	2	20	7	1	2	·	·
CCC(=NCCCn1ccnc1)c1c(O)n(-c2ccccc2)c(=O)[nH]c1=O	8	-1	-12	-2	9	-3	3	-7	-6
Cc1cccc(OCC(=O)N2CCN(Cc3ccc4c(c3)OCO4)CC2)c1	0	0	1	5	0	0	3	1	5
C=CCn1c(O)c(C=Nc2ccc(OC)cc2C)c(=O)[nH]c1=O	-11	-1	7	10	-5	2	-7	0	1
Cc1c(N=Nc2c(O)n(-c3ccc(Br)cc3)c(=O)[nH]c2=O)c(=O)n(-c2ccccc2)n1C	7	1	26	5	1	5	4	8	15
COC(=O)C1=C(c2ccc(F)cc2F)C[C@@H]2CC[C@H]1N2C(=O)NC1Cc2ccccc2C1	·	1	·	0	-8	4	-2	5	6
CC(C)c1ccc(N=Nc2c(O)[nH]c(=O)[nH]c2=O)cc1	-9	2	-4	3	-16	-1	10	·	·
O=[N+]([O-])c1cccc(CN2CCN(Cc3ccc(Br)cc3)CC2)c1	10	5	2	4	8	1	11	3	6
Cc1cc(OCC(=O)N2CCC(C(=O)NCC(C)C)CC2)c2c3c(c(=O)oc2c1)CCCC3	4	2	6	-3	-15	-2	8	7	11
COc1ccc(C2SCC(=O)Nc3c2c(C)nn3C2CCOC(C)(C)C2)cc1 (configuration not stated)	0	-1	-5	5	-3	3	2	-13	2
Cn1c(O)c(N=Nc2cccc(S(=O)(=O)N3CCOCC3)c2)c(=O)n(C)c1=O	7	1	1	-3	1	1	-2	5	6
CN1C(=O)NC(=O)/C(=C/c2ccc([N+](=O)[O-])s2)C1=O	-9	-2	33	9	-19	-2	-5	29	23
COc1ccc2nc(NC3=NCCN3)sc2c1	0	1	0	24	-10	-1	0	-10	5
CCC12CN3CCN(CC(C3)/C1=N\O)C2	-4	1	-7	-2	6	-1	-1	-1	8
C[C@H]1CCC/C=C/[C@@H]2C[C@H](O)C[C@H]2[C@H](O)/C=C/C(=O)O1	1&-15	-1&3	2&4	5&14	4&-11	2&-5	-6&10	2&8	6&11
Oc1ccc2c3c1OC1c4[nH]c5ccccc5c4C[C@@]4(O)C(C2)N(CC2CC2)CC[C@]314 (some centres not stated)	·	·	·	18	·	2	·	0	9
COc1ccc(C(O)P(=O)(Oc2ccccc2)Oc2ccccc2)cc1 (configuration not stated)	-18	2	21	13	-1	-5	-6	33*	5
Cc1nc2ccccn2c1P(=S)(N1CCCCC1)N1CCCCC1	-6	-2	1	-8	0	4	0	10	5
NCCCCCC(=O)OC1N=C(c2ccccc2Cl)c2cc(Br)ccc2NC1=O (configuration not stated)	-5	-4	3	59*	-7	2	-2	-6	2
O=[N+]([O-])c1ccccc1CCl	·	0	·	19	2	-6	2	4	4
C=CCN1C(=O)/C(=C/c2ccc3c(c2)CCCN3CCC)C(=O)NC1=S	-4	-6	8	6	-5	-3	-18	16	1
COC(=O)C1=C(c2ccc(-c3ccccc3)c(F)c2)C[C@@H]2CC[C@H]1N2C(=O)N1CCCC1	·	2	·	10	2	-1	6	-5	5
COc1ccc(-c2nn(CCC#N)cc2C(=O)NCc2ccccc2)cc1OC	-2	2	2	1	7	0	7	-1	3
